Source: PubChem (National Center for Advancing Translational Sciences (NCATS))
WRN inhibitor: qHTS for Inhibitors of WRN Helicase; Bifunctional 3'-5' exonuclease/ATP-dependent helicase WRN (Homo sapiens), Q14191; WRN helicase unwinding, fluorescent forked duplex, kinetic; Potency, µM (top dose mostly 114 µM), for inactives: at the top dose activity change, negative = inhibition, hits mostly inhibitors; hit rate 0.46% among 360,000; AID 651768, 2012; note: potency is the fitted concentration of half-maximal effect; % is set by controls: 0 for no effect and ±100 for the full control effect; nearly all actives have a fitted effect of over 55% in size
Target sequence (Q14191 whole entry, looked up): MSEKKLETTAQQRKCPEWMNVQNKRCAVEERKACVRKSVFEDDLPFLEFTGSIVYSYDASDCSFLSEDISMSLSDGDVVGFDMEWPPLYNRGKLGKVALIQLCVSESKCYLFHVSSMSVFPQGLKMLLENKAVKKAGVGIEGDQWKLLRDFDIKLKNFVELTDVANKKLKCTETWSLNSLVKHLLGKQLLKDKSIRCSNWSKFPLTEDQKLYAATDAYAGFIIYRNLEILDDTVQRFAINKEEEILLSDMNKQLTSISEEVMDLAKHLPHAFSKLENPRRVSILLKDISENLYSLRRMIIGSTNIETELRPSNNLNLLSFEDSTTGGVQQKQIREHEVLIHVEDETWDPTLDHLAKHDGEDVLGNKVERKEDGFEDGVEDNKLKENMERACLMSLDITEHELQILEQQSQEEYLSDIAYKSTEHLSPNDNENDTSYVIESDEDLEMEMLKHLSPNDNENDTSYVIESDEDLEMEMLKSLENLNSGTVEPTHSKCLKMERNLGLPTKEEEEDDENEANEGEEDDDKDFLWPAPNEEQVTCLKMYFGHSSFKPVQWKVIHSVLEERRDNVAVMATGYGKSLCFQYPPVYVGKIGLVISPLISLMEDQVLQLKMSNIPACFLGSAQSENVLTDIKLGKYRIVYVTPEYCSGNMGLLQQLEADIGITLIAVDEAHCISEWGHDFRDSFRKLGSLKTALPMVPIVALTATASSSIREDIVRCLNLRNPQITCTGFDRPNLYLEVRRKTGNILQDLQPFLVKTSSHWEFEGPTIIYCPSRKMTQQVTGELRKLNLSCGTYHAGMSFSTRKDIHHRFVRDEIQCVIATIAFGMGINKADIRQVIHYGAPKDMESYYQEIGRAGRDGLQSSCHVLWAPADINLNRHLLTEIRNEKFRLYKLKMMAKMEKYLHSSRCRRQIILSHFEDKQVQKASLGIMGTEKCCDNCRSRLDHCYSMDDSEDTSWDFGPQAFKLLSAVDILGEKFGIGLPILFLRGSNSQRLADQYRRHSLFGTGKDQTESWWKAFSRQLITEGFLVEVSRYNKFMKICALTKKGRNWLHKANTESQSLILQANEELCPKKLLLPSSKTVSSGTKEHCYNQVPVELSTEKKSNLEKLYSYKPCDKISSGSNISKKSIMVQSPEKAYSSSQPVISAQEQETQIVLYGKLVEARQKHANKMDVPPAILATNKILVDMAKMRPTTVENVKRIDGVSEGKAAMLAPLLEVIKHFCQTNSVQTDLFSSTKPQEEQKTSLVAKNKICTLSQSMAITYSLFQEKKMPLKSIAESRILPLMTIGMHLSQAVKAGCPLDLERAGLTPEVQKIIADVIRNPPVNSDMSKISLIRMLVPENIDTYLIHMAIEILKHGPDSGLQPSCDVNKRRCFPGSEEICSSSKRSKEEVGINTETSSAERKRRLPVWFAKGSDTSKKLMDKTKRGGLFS
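Enzyme (20 nM final) and test compound sit together 15 min at room temperature before substrate addition. Substrate is a single-forked duplex oligonucleotide (100 nM) labelled with fluorophore and quencher, with 2 mM ATP; helicase unwinding raises red fluorescence, read kinetically.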
HT1080-NT tox: qHTS for induction of synthetic lethality in tumor cells producing 2HG: qHTS for the HT-1080-NT fibrosarcoma cell line | HT-1080-NT fibrosarcoma viability, CellTiter-Glo ATP luminescence, 48 h | Potency, µM (doses to about 46.1 µM), for inactives: at the highest dose activity, negative = less viability, hits mostly cytotoxic | hit rate 1.6% among 360,000;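 note: NT is the 2HG producing partner of a matched IDH1 knockdown line; potency is the fitted concentration of half-maximal effect; 0% = DMSO-treated cells and -100% = media-only wells without cells; nearly all actives have a fitted effect of over 55% in size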
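Luminescent CellTiter-Glo readout after 48 hours of compound exposure at 37 degrees C defined viability of HT-1080-NT cells. Activity was normalized to DMSO wells and cell-free media wells; concentration-response curves were fitted and assigned curve classes.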
ATXN2 expr inh: Primary qHTS for Inhibitors of ATXN expression; HEK-293 ATXN2-luciferase reporter, luminescence, 24 h; Potency, µM (series often up to 57 µM), for the others: at the highest dose activity change, negative = inhibition, actives largely listed as inhibitors; hit rate 0.72% among 360,000; AID 1745845, 2022; note: potency is the fitted concentration of half-maximal effect; % is set by controls: 0 for no effect and ±100 for the full control effect; nearly all actives have a fitted effect of over 55% in size
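qHTS (up to 57 uM final) was run with 24 h compound exposure of reporter cells at 37 °C. Each well was multiplexed: SteadyGlo luminescence measured ATXN2-luciferase expression after a fluorogenic Gly-Phe-AFC viability readout (25 uM final).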
SW480 rereplic: A quantitative high throughput screen for small molecules that induce DNA re-replication in SW480 colon adenocarcinoma cells | SW480 DNA re-replication, Hoechst DNA content imaging, 48 h | Potency, µM (highest dose often 46.1 µM), for inactives: at the top dose re-replication activation, usual class: activators | hit rate 1.8% among 340,000 | AID 624297, 2012; note: potency is the fitted concentration of half-maximal effect; % of control where 0% means no effect; nearly all actives have a fitted effect of over 55% in size
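Readout is total intensity of Hoechst-stained nuclei, excited at 405 nm and collected at 500-530 nm. Compound treatment lasted 48 hr at 37 C in 5% CO2 before staining.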
MCF10A rerep: A quantitative high throughput screen for small molecules that induce DNA re-replication in MCF 10a normal breast cells; MCF 10A DNA re-replication, Hoechst nuclear intensity, 48 h; Potency, µM (series often up to 46.1 µM), for inactives: at the top dose activity, positive = re-replication, hits mostly activators; hit rate 2.9% among 350,000; AID 624296, 2012; note: potency is the fitted concentration of half-maximal effect; % of control where 0% means no effect; nearly all actives have a fitted effect of over 50% in size
HT1080 IDH1KD tx: qHTS for induction of synthetic lethality in tumor cells producing 2HG: qHTS for the HT-1080-IDH1KD cell line; HT-1080 IDH1 knockdown viability, ATP luminescence, 48 h; Potency, µM (highest dose often 46.1 µM), for the others: at the highest dose activity, negative = toxicity, most hits filed as cytotoxic; hit rate 2% among 360,000;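 note: potency is the fitted concentration of half-maximal effect; 0% = DMSO wells and -100% = cell-free medium wells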
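IDH1KD HT-1080 cells, 750/well, RPMI + 5% FBS; compound pinned after 2 h settling; 48 h, 37 °C; CellTiter-Glo luminescence; % activity normalised to DMSO and no-cell wells; curves fitted, classed by r2 and efficacy.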
KB-3-1 tox: qHTS assay for MDR1-selective chemotherapeutics: Primary screen using the parental adenocarcinoma cell KB-3-1. KB-3-1 viability, CellTiter-Glo ATP luminescence, 72 h. Potency, µM (highest dose often 46.1 µM), inactives show top-dose activity change, negative = cytotoxic, usual class: cytotoxic. hit rate 1.4% among 400,000. AID 1347075, 2019; note: potency is the fitted concentration of half-maximal effect; % is set by controls: 0 for no effect and ±100 for the full control effect; nearly all actives have a fitted effect of over 60% in size
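72 h, 37 °C compound treatment of KB-3-1 parental cells; CellTiter-Glo added, 10 min, luminescence read. Data corrected against DMSO-only plates and normalized before curve fitting.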
IL-1B inflam inh: qHTS for Inhibitors of Inflammasome Signaling: IL-1-beta AlphaLISA Primary Screen; THP-1 LPS/ATP IL-1B secretion, AlphaLISA, 16 h; stronger effect = lower value; activity change, % at 57.5 µM; hit rate 4.7% among 360,000; AID 743279, 2014; in the data active = activity change below about -50%; inconclusive = mostly about -30% to -49%; note: % is set by controls: 0 for no effect and ±100 for the full control effect
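Secreted IL-1B measured by AlphaLISA bead assay after 16 h compound exposure of THP-1 cells; compounds (final up to 57.5 uM) added 1 h before LPS (250 ng/mL) and ATP (1.25 mM) stimulation; lower signal means less secretion.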
KB-V1 cytotox: qHTS assay for MDR1-selective chemotherapeutics: Primary screen using the drug-selected MDR subline cells KB-V1; KB-V1 MDR cells viability, CellTiter-Glo, 72 h; Potency, µM (series often up to 46.1 µM), for inactives: top-dose activity change, negative = cytotoxicity, usual class: cytotoxic; hit rate 3.4% among 400,000; AID 1347076, 2019; note: potency is the fitted concentration of half-maximal effect; % is set by controls: 0 for no effect and ±100 for the full control effect; nearly all actives have a fitted effect of over 60% in size
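KB-V1 cells (P-gp-expressing MDR subline of KB-3-1) in phenol-red-free DMEM with 10% FBS were exposed to library compounds over a concentration series for 72 h at 37 degrees C. Viability read by CellTiter-Glo luminescence; concentration-effect curves fitted after normalization.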
An asterisk follows results filed as active; [ ] = dose if it differs, or a comment. Unless noted, calls come from the whole dose curve; as a rule, active = well fitted curve in the direction sought with a large enough effect; inconclusive = small, poorly fitted or top-dose-only effect, or another doubt; inactive = no such curve, though single readings can be large; an effect the other way counts as inactive or inconclusive.

Screening CC(C)(C)c1csc(NC(=O)C2COc3ccccc3O2)n1 (configuration not stated) returned WRN inhibitor -20%, HT1080-NT tox -1%, ATXN2 expr inh 93%[activator], SW480 rereplic inconclusive, MCF10A rerep -6%, HT1080 IDH1KD tx -10%, KB-3-1 tox 0%, IL-1B inflam inh inactive and KB-V1 cytotox inconclusive.
`CC(C)c1nc(SCC(=O)N2CC(=O)Nc3ccccc32)c2ccccc2n1` gave WRN inhibitor 1%, HT1080-NT tox inconclusive, ATXN2 expr inh 51%[activator], SW480 rereplic 2%, MCF10A rerep 14%, HT1080 IDH1KD tx inconclusive, KB-3-1 tox inconclusive, IL-1B inflam inh -99* and KB-V1 cytotox inconclusive.
For COc1ccc(Cl)cc1NC(=O)CCN1C(=O)NC(C)(C)C1=O the results were WRN inhibitor 3%, HT1080-NT tox 18%, ATXN2 expr inh 3%, SW480 rereplic -19%, MCF10A rerep -7%, HT1080 IDH1KD tx 9%, KB-3-1 tox 5%, IL-1B inflam inh 9 and KB-V1 cytotox 5%.
For N#Cc1c(C(F)(F)F)cc(-c2ccco2)nc1SCc1ccncc1 the results were WRN inhibitor -3%, HT1080-NT tox -14%, ATXN2 expr inh -16%, SW480 rereplic inconclusive, MCF10A rerep 26%, HT1080 IDH1KD tx -14%, KB-3-1 tox 2%, IL-1B inflam inh -30 and KB-V1 cytotox inconclusive.
Screening CC(C)CNc1nnnc2c1sc1nc(N3CCOCC3)c3c(c12)CCCC3 returned WRN inhibitor -4%, HT1080-NT tox 17%, ATXN2 expr inh -5%, SW480 rereplic 4%, MCF10A rerep -3%, HT1080 IDH1KD tx 6%, KB-3-1 tox 21%, IL-1B inflam inh 21 and KB-V1 cytotox 2%.
For COC(=O)C1=C(C(=O)OC)C(c2cc(Br)ccc2O)c2sc(=O)[nH]c2S1 (configuration not stated) the results were WRN inhibitor -31%, HT1080-NT tox 8%, ATXN2 expr inh 16%, SW480 rereplic 23%, MCF10A rerep 4%, HT1080 IDH1KD tx -10%, KB-3-1 tox 1%, IL-1B inflam inh -8 and KB-V1 cytotox 20%.
Screening COc1ccccc1N1CCN(C2CCCN(C(=O)c3csc(C)n3)C2)CC1 (configuration not stated) returned WRN inhibitor -8%, HT1080-NT tox -1%, ATXN2 expr inh 8%, SW480 rereplic 8%, MCF10A rerep 3%, HT1080 IDH1KD tx 2% and IL-1B inflam inh 9.
Screening CNC(=S)NNS(=O)(=O)c1ccc(OC)cc1OC returned WRN inhibitor 1%, HT1080-NT tox 5%, ATXN2 expr inh 2%, SW480 rereplic -17%, MCF10A rerep -3%, HT1080 IDH1KD tx 8%, KB-3-1 tox -2%, IL-1B inflam inh 34 and KB-V1 cytotox 2%.
Screening Cc1ccc(S(=O)(=O)NCC(c2ccccc2)N2CCCCC2)cc1 (configuration not stated) returned WRN inhibitor -1%, HT1080-NT tox -9%, ATXN2 expr inh -12%, SW480 rereplic -33%[inhibitor], MCF10A rerep 10%, HT1080 IDH1KD tx -3%, KB-3-1 tox -11%, IL-1B inflam inh inconclusive and KB-V1 cytotox -14%.
CCCOc1nc2ccccc2cc1/C=C/C(=O)O was read as WRN inhibitor -3%, HT1080-NT tox -11%, ATXN2 expr inh 11%, SW480 rereplic -1%, MCF10A rerep -2%, HT1080 IDH1KD tx 7%, KB-3-1 tox 0%, IL-1B inflam inh 30 and KB-V1 cytotox 10%.
For Cc1cccc(CC2CC(=O)N(c3ccc([N+](=O)[O-])cc3)C2=O)c1 (configuration not stated) the results were WRN inhibitor 5%, HT1080-NT tox 9%, ATXN2 expr inh -16%, SW480 rereplic -47%, MCF10A rerep 6%, HT1080 IDH1KD tx 1%, KB-3-1 tox 11%, IL-1B inflam inh 10 and KB-V1 cytotox -11%.
Screening CCOC(=O)C(OC(=O)c1sc(=S)n(C)c1C)C(C)=O (configuration not stated) returned WRN inhibitor -4%, HT1080-NT tox 19%, ATXN2 expr inh 1%, SW480 rereplic -1%, MCF10A rerep -4%, HT1080 IDH1KD tx 17%, KB-3-1 tox 8%, IL-1B inflam inh -2 and KB-V1 cytotox 15%.
COC(=O)c1sc2ccccc2c1NC(=O)c1ccc(S(=O)(=O)N2CCCCC2C)cc1 (configuration not stated) was read as WRN inhibitor -1%, HT1080-NT tox -2%, ATXN2 expr inh -11%, SW480 rereplic 3%, MCF10A rerep 17%, HT1080 IDH1KD tx -5%, KB-3-1 tox 2%, IL-1B inflam inh -6 and KB-V1 cytotox 16µM*.
COCCNC(=O)c1ccccc1NC(=O)Cc1ccccc1 was read as WRN inhibitor -18%, HT1080-NT tox 2%, ATXN2 expr inh 2%, SW480 rereplic 2%, MCF10A rerep 22%, HT1080 IDH1KD tx 0%, KB-3-1 tox -3%, IL-1B inflam inh 3 and KB-V1 cytotox -7%.
For NNC(=O)c1c(O)c2cccc3c2n(c1=O)CCC3 the results were WRN inhibitor -2%, HT1080-NT tox -25%, ATXN2 expr inh 6%, SW480 rereplic -5%, MCF10A rerep 21µM*, HT1080 IDH1KD tx -12%, KB-3-1 tox -9%, IL-1B inflam inh -6 and KB-V1 cytotox inconclusive.

The list goes on; the last 2 above are carried over.
COCCNC(=O)c1ccccc1NC(=O)Cc1ccccc1 was read as WRN inhibitor -18%, HT1080-NT tox 2%, ATXN2 expr inh 2%, SW480 rereplic 2%, MCF10A rerep 22%, HT1080 IDH1KD tx 0%, KB-3-1 tox -3%, IL-1B inflam inh 3 and KB-V1 cytotox -7%.
For NNC(=O)c1c(O)c2cccc3c2n(c1=O)CCC3 the results were WRN inhibitor -2%, HT1080-NT tox -25%, ATXN2 expr inh 6%, SW480 rereplic -5%, MCF10A rerep 21µM*, HT1080 IDH1KD tx -12%, KB-3-1 tox -9%, IL-1B inflam inh -6 and KB-V1 cytotox inconclusive.
For Cc1ccc(-c2nnc(SCC(=O)OC(C)C)n2N)cc1 the results were WRN inhibitor 3%, HT1080-NT tox 7%, SW480 rereplic -15%, MCF10A rerep -5%, HT1080 IDH1KD tx 1%, KB-3-1 tox 8%, IL-1B inflam inh 19 and KB-V1 cytotox -2%.
`O=C1CC(C(=O)Nc2ccc(F)cc2)S/C(=N\N=C\c2ccco2)N1` (configuration not stated) gave WRN inhibitor -23%, HT1080-NT tox -4%, ATXN2 expr inh -11%, SW480 rereplic -24%, MCF10A rerep -8%, HT1080 IDH1KD tx 0%, KB-3-1 tox -2%, IL-1B inflam inh 0 and KB-V1 cytotox 3%.
For N#Cc1ccc(C(=O)N2CCCC(c3cc(C(=O)NCc4cccnc4)no3)C2)cc1 (configuration not stated) the results were WRN inhibitor 5%, HT1080-NT tox inconclusive, ATXN2 expr inh 1%, HT1080 IDH1KD tx 3%, KB-3-1 tox 0%, IL-1B inflam inh 18 and KB-V1 cytotox 5%.
`CCOC(=O)c1c(C)oc2cc(Br)c(OC(=O)N3CCOCC3)cc12` gave WRN inhibitor -13%, HT1080-NT tox -8%, ATXN2 expr inh -14%, SW480 rereplic -6%, MCF10A rerep -4%, HT1080 IDH1KD tx -4%, KB-3-1 tox -7%, IL-1B inflam inh -5 and KB-V1 cytotox -10%.
For COc1cccc(NC(=O)C/C(C)=N/NC(=O)c2ccccc2Cl)c1 the results were WRN inhibitor 5%, HT1080-NT tox -3%, SW480 rereplic -13%, MCF10A rerep 0%, HT1080 IDH1KD tx -27%, KB-3-1 tox 1%, IL-1B inflam inh 10 and KB-V1 cytotox 10%.
CN(C)C=C1C(=O)c2ccccc2C1=O was read as WRN inhibitor -8%, HT1080-NT tox -27%, ATXN2 expr inh 5%, SW480 rereplic -1%, MCF10A rerep inconclusive, HT1080 IDH1KD tx inconclusive, KB-3-1 tox 8%, IL-1B inflam inh -5 and KB-V1 cytotox -3%.
Screening Cc1ccc(NS(=O)(=O)c2c(C)[nH]c(C)c2C(=O)N2CCCCC2)cc1C returned WRN inhibitor -1%, HT1080-NT tox -1%, ATXN2 expr inh 1%, SW480 rereplic -7%, MCF10A rerep 2%, HT1080 IDH1KD tx 1%, KB-3-1 tox 1%, IL-1B inflam inh -13 and KB-V1 cytotox -9%.
Cc1nc2c(o1)C(=O)c1ccccc1C2=Nc1ccccc1 was read as WRN inhibitor 4%, HT1080-NT tox 5.8µM*, ATXN2 expr inh 28µM*, SW480 rereplic 4.1µM*, MCF10A rerep 6.5µM*, HT1080 IDH1KD tx 2.9µM*, KB-3-1 tox 4.6µM*, IL-1B inflam inh -100* and KB-V1 cytotox 3.3µM*.
For O=C(NCc1ccco1)C1CCN(c2nnc(-n3cccc3)s2)CC1 the results were WRN inhibitor -7%, HT1080-NT tox 1%, ATXN2 expr inh 16%, SW480 rereplic -2%, MCF10A rerep 8%, HT1080 IDH1KD tx 4%, KB-3-1 tox 15%, IL-1B inflam inh -9 and KB-V1 cytotox 0%.

Not a hit list. About 12% of those tested had a hit in this group.
